Vif-APOBEC3G blk: blocks the Vif interaction with human APOBEC3G | Q9HC16 | HeLa A3G-eYFP + Vif (tagged APOBEC3G with the HIV-1 protein that degrades it), YFP fluorescence, overnight | Potency, µM (top dose mostly 46.1 µM), for the others: top-dose activity, negative = active, hits mostly inhibitors | 410,000 compounds, 0.076% hits;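 also: potency is read from the fitted curve at half-maximal effect; % is scaled to controls: 0 for no effect and ±100 for the full control effect; nearly all actives have a fitted effect of over 60% in size; hits raise eYFP signal because A3G escapes Vif-driven loss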
Target sequence (Q9HC16 whole entry, looked up): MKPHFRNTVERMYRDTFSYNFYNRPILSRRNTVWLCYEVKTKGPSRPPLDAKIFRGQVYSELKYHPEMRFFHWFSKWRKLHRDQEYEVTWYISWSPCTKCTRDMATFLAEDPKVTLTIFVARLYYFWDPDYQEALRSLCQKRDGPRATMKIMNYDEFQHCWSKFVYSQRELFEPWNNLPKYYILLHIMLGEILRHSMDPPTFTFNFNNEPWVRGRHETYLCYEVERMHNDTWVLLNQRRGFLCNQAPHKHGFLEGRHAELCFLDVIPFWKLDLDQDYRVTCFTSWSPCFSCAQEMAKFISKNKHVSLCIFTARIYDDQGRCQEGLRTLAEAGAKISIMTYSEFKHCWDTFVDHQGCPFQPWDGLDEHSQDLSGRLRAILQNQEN
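HeLa cells stably expressing Vif and C-terminally eYFP-tagged A3G, seeded overnight at 37 deg C, then exposed to compound by pintool overnight at 37 deg C. Rise in yellow fluorescence (Ex 488/Em 500-530, Acumen) marks blocked Vif-driven A3G degradation.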
Vif-APOBEC3F blk: blocks the Vif interaction with APOBEC3F. HeLa A3F-eYFP + Vif (tagged APOBEC3F with the HIV-1 protein that degrades it), YFP fluorescence increase. Potency, µM (series often up to 46.1 µM), for the others: top-dose activity, negative = active. 390,000 compounds, 0.2% hits; also: potency is read from the fitted curve at half-maximal effect; % of control where 0% means no effect; nearly all actives have a fitted effect of over 65% in size
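HeLa cells stably expressing A3F-eYFP plus Vif, plated and incubated overnight at 37 deg C, then exposed to compounds overnight at 37 deg C. Blocked degradation read as raised yellow fluorescence (Ex 488/Em 500-530).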
TrxR1 substrate: rat thioredoxin reductase 1 substrate activity. purified TrxR1 substrate turnover, NADPH consumption readout. Potency, µM (highest dose often 114 µM), without a hit: at the highest dose activity change, negative = substrate turnover. AID 588456. 390,000 compounds, 0.01% hits. O89049; also: potency is read from the fitted curve at half-maximal effect; % is scaled to controls: 0 for no effect and ±100 for the full control effect; nearly all actives have a fitted effect of over 50% in size
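Rat TrxR1, dispensed at 90 nM, was prereduced with 400 uM NADPH (final) for 5 min at ~22 deg C, then incubated with compound 15 min before 400 uM selenite. A first-read NADPH fluorescence drop versus no-compound background flagged substrates.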
IDH1 R132H inh: blocks human mutant IDH1 R132H enzyme | IDH1-R132H enzyme, NADPH consumption, diaphorase/resazurin fluorescence | O75874 | AID 602179 | 390,000 compounds, 0.093% hits | Potency, µM (titrated, usually from 76.6 µM), without a hit: top-dose activity change, negative = inhibition, most hits filed as inhibitors; also: potency is read from the fitted curve at half-maximal effect; % is scaled to controls: 0 for no effect and ±100 for the full control effect; nearly all actives have a fitted effect of over 65% in size
Target sequence (O75874 whole entry R132H, stated change not applied): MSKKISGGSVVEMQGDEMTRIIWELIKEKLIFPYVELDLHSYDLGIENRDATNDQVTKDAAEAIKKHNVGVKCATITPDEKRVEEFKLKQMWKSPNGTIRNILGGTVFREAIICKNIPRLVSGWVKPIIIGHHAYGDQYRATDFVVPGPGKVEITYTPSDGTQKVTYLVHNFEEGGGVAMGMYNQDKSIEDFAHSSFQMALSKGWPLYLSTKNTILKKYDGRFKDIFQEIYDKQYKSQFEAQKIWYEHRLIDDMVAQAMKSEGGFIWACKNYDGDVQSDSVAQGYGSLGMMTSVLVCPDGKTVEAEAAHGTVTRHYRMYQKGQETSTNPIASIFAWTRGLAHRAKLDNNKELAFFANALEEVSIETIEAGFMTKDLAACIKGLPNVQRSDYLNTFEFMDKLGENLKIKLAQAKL
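IDH1-R132H (0.5 ug/mL) preincubated 30 min with compound, then NADPH (0.016 mM) and alpha-KG (2 mM) added; 80 min at RT, pH 7.5. Remaining NADPH coupled via diaphorase/resazurin to fluorescence (540/590 nm); concentration-response curves normalized to no-enzyme control.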
Glioma ERSR ind: ER stress response induction in glioma; 420,000 compounds, 0.02% hits; Potency, µM, inactives show at the top dose activation, actives largely listed as activators; AID 602332; U87-MG GRP78 promoter luciferase reporter, 16 h; also: potency is read from the fitted curve at half-maximal effect; series mostly up to about 76 µM; % of control where 0% means no effect; nearly all actives have a fitted effect of over 35% in size
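ERSR induction read as luciferase luminescence (Bright-Glo, 10 min at room temperature) in stably transfected human U87-MG glioma cells exposed to compounds for 16 h, using GRP78 as sensor.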
PI4K2A block: PI4K2A (human) kinase inhibition; Q9BTU6; purified PI4K2A, ADP-Glo luminescence, 1 h; hits give low values; activity change, negative = inhibition, % at 76.9 µM; 420,000 compounds, 0.13% hits; in the data active = activity change below about -50%; inconclusive = mostly about -30% to -49%;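 also: -100% = wells without enzyme as full effect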
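Compounds are screened against recombinant PI4K2A using PI as substrate and ATP, the latter dispensed at 300 microM. Reactions run one hour at ambient temperature before ADP-Glo detection; full inhibition defined by wells lacking enzyme.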
LDHA block: blocks human lactate dehydrogenase A; P00338; purified LDHA, NADH/diaphorase-resazurin fluorescence; hits give low values; activity change, % (values are at about 110 or 230 µM); 480,000 compounds, 0.15% hits; in the data active = activity change below about -30%; inconclusive = mostly about -25% to -30%;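 also: plate controls were DMSO wells for no effect and wells without enzyme for full effect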
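Enzyme activity of human lactate dehydrogenase 5 (2 nM; 0.06 mM NADH, 0.2 mM pyruvate, 5 min, RT) is measured via a resazurin/diaphorase fluorescence readout of residual NADH.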
USP1 inh: inhibitors of human USP1/UAF1 deubiquitinase; O94782; recombinant USP1/UAF1, Ub-Rhodamine cleavage fluorescence; Potency, µM (highest dose often 57.1 µM), for the others: top-dose activity change, negative = inhibition, most hits filed as inhibitors; 390,000 compounds, 0.23% hits; also: potency is read from the fitted curve at half-maximal effect; % is scaled to controls: 0 for no effect and ±100 for the full control effect; nearly all actives have a fitted effect of over 60% in size; inactives centre near -12
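High-throughput fluorogenic screen: 1nM USP1/UAF1 complex, Ub-Rho substrate 150nM final, 50mM HEPES pH 7.8 with 0.5mM EDTA, 0.1 mg/ml BSA, 1mM TCEP and 0.01% Tween-20.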
RXFP1 ag: agonists of human relaxin receptor RXFP1. HEK293T-RXFP1 cAMP TR-FRET, 30 min; response scale: percent of porcine relaxin response, buffer zero. Potency, µM (doses to about 57.5 µM), for inactives: at the highest dose activation, actives largely listed as activators. 370,000 compounds, 0.3% hits. AID 2676; also: potency is read from the fitted curve at half-maximal effect; % is scaled to controls: 0 for no effect and ±100 for the full control effect; nearly all actives have a fitted effect of over 60% in size; many of its hits are not listed in these tables
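cAMP rise read by TR-FRET after 30 min, 37C compound exposure (up to 58 uM) in RXFP1-transfected HEK293 cells with Ro 20174 present. EC50 from Hill-equation fits, with 29 nM porcine relaxin as 100% and buffer as basal.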
An asterisk follows results filed as active; ? = inconclusive; . = no result given; & = joins results of further samples; [ ] = another dose, or the depositor's remark. Unless noted, calls follow the shape of the dose curve; as a rule, active = well fitted curve in the direction sought with a large enough effect; inconclusive = small, poorly fitted or top-dose-only effect, or another doubt; inactive = no such curve, though single readings can be large; an effect the other way counts as inactive or inconclusive. A portion of the library; rates above refer to the full screens.

mol | Glioma ERSR ind | Vif-APOBEC3F blk | Vif-APOBEC3G blk | LDHA block | RXFP1 ag | PI4K2A block | IDH1 R132H inh | USP1 inh | TrxR1 substrate
COC(=O)c1ccccc1NC(=O)NCCc1c(C)nn(C)c1C | -2% | -1% | -6% | -14 | -1.2% | -2 | -13% | -3% | 6%[57.1 µM]
COc1cc(NC(=O)CN2C(=O)COc3ccc(S(=O)(=O)NC4CCCC4)cc32)cc(OC)c1 | -3% | 4% | 3% | 1 | 3.4% | -7 | 16% | -14% | -3%
COc1ccc(-n2nc3cc(C)c(NC(=O)c4ccc(-c5ccc(Br)cc5)o4)cc3n2)cc1 | 1% | -1% | 4% | 6 | 0.4% | -8 | 0% | -32% | 9%
COc1ccc(N/C=C(\[N+](=O)[O-])S(=O)(=O)c2ccccc2)cc1 | -2% | 1% | -8% | 13 | -4.0% | 2 | -6% | -20% | 0%
CC(C)(C)c1ccc(CC(=O)N2CCC2(C)C(=O)O)cc1 (stereo not drawn) | -4% | . | 1% | -8 | . | -1 | . | . | .
COCCNc1c(-c2ccc(OC)cc2)nc2ccc(Cl)cn12 | 4% | -15% | 3% | 1 | 14% | 2 | 24% | 6% | 2%[57.1 µM]
Cc1ccc(/C=N/NC(=O)CSc2nc3nc(C)cc(C)n3n2)cc1 | -1% | 1% | -5% | -3 | 11% | 3 | 4% | -12% | 7%
CC1CC(C)(C)N(C(=O)CN2C(=O)CCC2=O)c2ccccc21 (stereo not drawn) | 1% | -35% | 2% | -6 | 1.2% | -4 | 6% | 10% | -3%
Cc1nc(C(F)(F)F)ccc1C(=O)N1CCC(C)(C(=O)O)C1 (stereo not drawn) | 0% | . | -1% | -12 | . | 0 | . | . | .
Cc1ccc(C(=O)NCC(=O)NC23CC4CC(CC(C4)C2)C3)cc1 | 12% | -8% | 0% | 0 | 0.8% | -7 | 0% | -4% | -3%
CCCCc1cc(=O)oc2cc(OCC(=O)Nc3cccnc3)c(Cl)cc12 | -2% | 1% | -1% | -4 | 4.3% | 2 | -4% | -6% | 3%
COc1cccc2cc(C(=O)NC(C)c3ccccc3)c(=O)oc12 (stereo not drawn) | 2% | -4% | 1% | -1 | 19% | -3 | 0% | -24% | 2%
CN(C)N=Nc1nc[nH]c1C(N)=O | 6% | 5% | -1% | -2 | 0.0% | 2 | -11% | -11% | -8%
COc1ccc(C)c(NC(=O)C2CC(=O)NC3=C2C(=O)CCC3)c1 (stereo not drawn) | -4% | 0% | -1% | -9 | 0.6% | 4 | -2% | 1% | -3%
CCCc1nc(-c2ccccc2O)n(-c2ccccc2)n1 | -7% | -16% | -8% | -3 | 2.7% | -6 | 2% | 6% | -3%
CCCN(C(=O)c1cccc(S(=O)(=O)N2CCCc3ccccc32)c1)C1CCS(=O)(=O)C1 (stereo not drawn) | -2% | ? | 3% | 1 | 1.7% | 4 | 1% | -26% | -2%
N#Cc1ccsc1NC(=O)c1ccccn1 | 3% | 5% | 0% | 2 | -0.1% | 1 | 4% | -13% | -1%
CCN(CC)S(=O)(=O)c1ccc(N(C)Cc2ccc(C(F)(F)F)cc2)nc1 | 0% | -9% | -3% | 6 | 0.7% | -9 | 4% | -7% | -1%[57.1 µM]
COc1ccc(/C=C/c2c([N+](=O)[O-])c(=O)n(C)c(=O)n2C)c(OC)c1 | 5% | -6% | 1% | -5 | 0.8% | -4 | 0% | -1% | -10%[57.1 µM]
COc1ccc(C(C)=O)cc1CSc1nnc(-c2ccncc2)o1 | -5% | 0% | 3% | 1 | 5.7% | -2 | 5% | -16% | 2%
O=C(COc1cccc(C(F)(F)F)c1)NNC(=O)Cc1ccc(S(=O)(=O)N2CCOCC2)s1 | -3% | 2% | -13% | -1 | 0.4% | 5 | 0% | -26% | 0%
COc1ccc(-c2cnc(NCc3cc4c(cc3[N+](=O)[O-])OCO4)n2C)cc1 | -4% | -1% | -5% | -4 | 0.4% | 9 | 4% | -14% | -7%
Cc1ccc(CN2CCCN(Cc3c(F)cccc3Cl)S2(=O)=O)cc1 | -3% | 2% | 0% | -1 | 1.4% | -2 | 4% | -31% | -9%[57.1 µM]
O=C(COc1coc(CN2CCc3ccccc3C2)cc1=O)Nc1ccc(Cl)cc1 | -4% | 0% | 2% | 8 | -0.1% | -1 | 3% | -9% | 2%
Cc1ccc(C(=O)NNC(=O)c2cc3ccccc3cc2O)cc1 | 10% | -16% | -4% | 1 | 4.6% | -7 | 4% | -17% | -5%
Cc1nc2c(c(C)c1CCC(=O)NCc1ccccc1)c(=O)n(C)c(=O)n2C | -2% | -3% | 1% | -2 | 7.3% | 1 | 27% | -27% | 14%
Cc1cc(C)cc(C(=O)N2CCC3(CC2)NCCc2[nH]cnc23)c1 | -6% | -4% | 3% | -4 | -0.4% | -4 | -3% | 2% | -6%
Cc1cc(NCCCn2ccnc2)n2ncc(-c3ccc(Cl)cc3)c2n1 | 0% | -4% | -8% | -7 | 1.2% | -8 | 3% | -11% | 55%[activator]
CC1(C(=O)NS(=O)(=O)Cc2ccccc2C(F)(F)F)CCN1C(=O)C/C=C/c1ccccc1 (stereo not drawn) | 3% | . | -2% | -3 | . | -2 | . | . | .
O=C(NCCc1c[nH]c2ccc(Cl)cc12)c1cccnc1 | 1% | -12% | 0% | 4 | 1.6% | -1 | 4% | -7% | -4%
Cc1cc(=O)n(-c2ccccc2Cl)[nH]1 | -2% | 6% | -1% | 1 | 2.4% | ? | 9% | -14% | 12%[57.1 µM]
CCOC(=O)C1CCN(C(=O)c2cc(S(=O)(=O)N(C)C)ccc2N2CCCC2)CC1 | -1% | 10% | -7% | 0 | 6.6% | -3 | 7% | -8% | -2%
O=C(Nc1cccc(Cl)c1Cl)c1cc(S(=O)(=O)N2CCCCC2)ccc1F | -2% | 1% | 6% | -6 | 0.0% | -7 | -9% | -21% | 2%[57.1 µM]
CCC(C)[C@H](N)c1nnc(SCC(=O)Nc2ccc(C)cc2C)o1 (stereo partly drawn) | -3% | 7% | 1% | -1 | 0.1% | -3 | 0% | -24% | 2%[57.1 µM]
COC(=O)c1cc2ccc(OC)c(OC)c2c(=O)s1 | 3% | -1% | -5% | -3 | 0.2% | 0 | 10% | -2% | -4%
Cc1ccc(NC(=O)Cn2nc(C)c3ccccc3c2=O)cc1 | -3% | -6% | 0% | 0&3 | 2.3% | 6 | -2% | 0% | -6%
CC1=C(C(=O)Nc2ccc(Cl)cc2)C(c2ccccc2)n2ncc(C(=O)Nc3ccccc3)c2N1 (stereo not drawn) | -3% | 10% | 3% | -10 | 3.2% | 3 | -11% | -23% | 8%
CN(CC1CCCN(CCc2ccc(Cl)cc2)C1)C(=O)c1ccoc1 (stereo not drawn) | -3% | 1% | 2% | -3 | 3.8% | -2 | 0% | -15% | 4%
O=[N+]([O-])c1cccc(-c2nnc(-c3ccccc3F)o2)c1 | -2% | 1% | -10% | -1 | 17% | 1 | 2% | -25% | -1%
CC(C)(C)S(=O)N1Cc2cc(C(=O)NCc3ccc4c(c3)OCO4)nc(-c3cccc(-c4cc5ccccc5o4)c3)c2[C@@H]1CCO (stereo partly drawn) | -5% | . | -14% | -3 | . | -3 | . | . | .
CC1(C)C(=O)OC(c2ccccc2)C(C)(C)C1=O (stereo not drawn) | -4% | -10% | 1% | 1 | 1.5% | -8 | 2% | -8% | 14%[57.1 µM]
OCc1nc2ccccc2n1CCCOc1ccc(Br)cc1 | -1% | 6% | -2% | 1 | -0.1% | 4 | 9% | -27% | -2%
O=C(c1ccccc1C(=O)N1CCN(c2ccccc2)CC1)N1CCN(c2ccccc2)CC1 | -4% | -6% | 0% | 4 | 1.0% | -4 | 3% | ? | -1%
CCCC(C)NC(=O)CN(c1ccc2c(c1)OCCO2)S(=O)(=O)c1ccccc1 (stereo not drawn) | -5% | -3% | 2% | -3 | 1.0% | -7 | 0% | -21% | 4%
CCOc1ccc(-n2c(SCc3ccccc3)nc3c([nH]c4ccccc43)c2=O)cc1 | -2% | -5% | 1% | -1 | 1.1% | 0 | 3% | -18% | 3%[57.1 µM]
Cc1c(N2C(=O)CSC2=S)c(=O)n(-c2ccccc2)n1C | -4% | 2% | -10% | -10 | 1.2% | 4 | 5% | -10% | 3%[57.1 µM]
COc1cc(OC)cc(-c2nnc(NC(=O)CCS(=O)(=O)c3ccc(F)cc3)o2)c1 | -7% | 0% | ? | 3 | 0.3% | -6 | 7% | -3% | -7%
CNC[C@H](CC1CCCCC1)NC[C@H](Cc1ccccc1)NCCC12CC3CC(CC(C3)C1)C2 | -12% | 5% | 9% | 2 | 1.4% | -2 | -9%[38.3 µM] | -32% | -9%
COC(=O)c1ccc(Cn2nc(C)c(Cl)c2C)o1 | -4% | 4% | 0% | 2 | -3.5% | -1 | 14% | -18% | 2%
CCCc1cc(N2CCN(c3cc(Cl)ccc3C)CC2)n2cnnc2n1 | 0% | -9% | -1% | 5 | 2.6% | -4 | 0% | -10% | -6%
c1csc(CNc2ccc3c(c2)OCCO3)c1 | -12% | -15% | -19% | 17 | -0.4% | -5 | 1% | -9% | -9%
CC(=O)c1ccc(Nc2ccc3cc(S(=O)(=O)N4CCCC4)ccc3n2)cc1 | -3% | -9% | -2% | 3&1 | 11% | -2 | 1% | -31% | 28%[57.1 µM]

Screening results (PubChem)
